Nrf2 ARE act – activates Nrf2 signaling; AREc32 ARE-luciferase reporter (MCF7-derived line), luminescence, 24 h; AID 624171; actives 0.31% (n = 410,000); Potency, µM (doses to about 46.1 µM), for the others: at the highest dose activation, actives largely listed as activators; also: % of control where 0% means no effect; nearly all actives have a fitted effect of over 65% in size
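For detection, Steady-Glo was added and plates sat 30 min at RT; before that, AREc32_Fluc cells grown overnight in OPTI-MEM/5% FBS had been treated with 23 nL compound for 24 hr at 37 deg C.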
TGFb SMAD3 inh – inhibitors of TGF-b signaling | HepG2 CAGA-GFP TGF-b/SMAD3 reporter, GFP fluorescence, 18 h; TGF-beta stimulated, 500 pg/mL final | Potency, µM (doses to about 46.1 µM), for inactives: top-dose activity, negative = inhibition, hits mostly inhibitors | actives 1.2% (n = 410,000); also: % is scaled to controls: 0 for no effect and ±100 for the full control effect; nearly all actives have a fitted effect of over 65% in size
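HEPG2 CAGA-GFP, 1000 cells/well; 2 h settle, 37 C; cpd via pin tool; TGF-b 500 pg/mL final; 18 h, 37 C; GFP imaging ex488/em500-530; %Activity normalised to -TGF-b and +DMSO controls; CRC fit, curve class.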
ATXN2 expr inh – ATXN2 expression inhibition | AID 1745845 | actives 0.72% (n = 360,000) | HEK-293 ATXN2-luciferase reporter, luminescence, 24 h | Potency, µM (top dose mostly 57 µM), inactives show top-dose activity change, negative = inhibition, hits mostly inhibitors; also: % is scaled to controls: 0 for no effect and ±100 for the full control effect; nearly all actives have a fitted effect of over 55% in size
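qHTS (up to 57 uM final) was run with 24 h compound exposure of reporter cells at 37 °C. Each well was multiplexed: SteadyGlo luminescence measured ATXN2-luciferase expression after a fluorogenic Gly-Phe-AFC viability readout (25 uM final).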
MCF10A rerep – inducers of DNA re-replication in MCF 10A breast cells; MCF 10A DNA re-replication, Hoechst nuclear intensity, 48 h; Potency, µM (titrated, usually from 46.1 µM), inactives show top-dose activity, positive = re-replication, usual class: activators; actives 2.9% (n = 350,000); AID 624296; also: % of control where 0% means no effect; nearly all actives have a fitted effect of over 50% in size
A549 viability – A549 cytotoxicity, counter-screen for Nrf2 inhibitors; A549 ARE-Fluc cells, CellTiter-Fluor viability, 18-24 h; Potency, µM (highest dose often 46 µM), for inactives: at the highest dose activity change, negative = cytotoxicity, actives largely listed as inhibitors; actives 0.16% (n = 390,000); AID 504648; also: % is scaled to controls: 0 for no effect and ±100 for the full control effect
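Cytotoxicity counterscreen: CellTiter-Fluor fluorescence was measured in A549 ARE_Fluc cells after 18-24 h of compound exposure in a concentration series. The subsequent BugLite luminescent read reports ARE-luciferase activity.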
EPAC2 antag – antagonists of human EPAC2. Q8WZA2. EPAC2 GEF exchange of Rap1B-BODIPY-GDP, fluorescence. Potency, µM (top dose mostly 114 µM), for the others: at the highest dose activity, negative = inhibition, most hits filed as inhibitors. actives 0.18% (n = 360,000); also: % is scaled to controls: 0 for no effect and ±100 for the full control effect; nearly all actives have a fitted effect of over 45% in size; many of its hits are not listed in these tables
Target sequence (Q8WZA2 whole entry, looked up): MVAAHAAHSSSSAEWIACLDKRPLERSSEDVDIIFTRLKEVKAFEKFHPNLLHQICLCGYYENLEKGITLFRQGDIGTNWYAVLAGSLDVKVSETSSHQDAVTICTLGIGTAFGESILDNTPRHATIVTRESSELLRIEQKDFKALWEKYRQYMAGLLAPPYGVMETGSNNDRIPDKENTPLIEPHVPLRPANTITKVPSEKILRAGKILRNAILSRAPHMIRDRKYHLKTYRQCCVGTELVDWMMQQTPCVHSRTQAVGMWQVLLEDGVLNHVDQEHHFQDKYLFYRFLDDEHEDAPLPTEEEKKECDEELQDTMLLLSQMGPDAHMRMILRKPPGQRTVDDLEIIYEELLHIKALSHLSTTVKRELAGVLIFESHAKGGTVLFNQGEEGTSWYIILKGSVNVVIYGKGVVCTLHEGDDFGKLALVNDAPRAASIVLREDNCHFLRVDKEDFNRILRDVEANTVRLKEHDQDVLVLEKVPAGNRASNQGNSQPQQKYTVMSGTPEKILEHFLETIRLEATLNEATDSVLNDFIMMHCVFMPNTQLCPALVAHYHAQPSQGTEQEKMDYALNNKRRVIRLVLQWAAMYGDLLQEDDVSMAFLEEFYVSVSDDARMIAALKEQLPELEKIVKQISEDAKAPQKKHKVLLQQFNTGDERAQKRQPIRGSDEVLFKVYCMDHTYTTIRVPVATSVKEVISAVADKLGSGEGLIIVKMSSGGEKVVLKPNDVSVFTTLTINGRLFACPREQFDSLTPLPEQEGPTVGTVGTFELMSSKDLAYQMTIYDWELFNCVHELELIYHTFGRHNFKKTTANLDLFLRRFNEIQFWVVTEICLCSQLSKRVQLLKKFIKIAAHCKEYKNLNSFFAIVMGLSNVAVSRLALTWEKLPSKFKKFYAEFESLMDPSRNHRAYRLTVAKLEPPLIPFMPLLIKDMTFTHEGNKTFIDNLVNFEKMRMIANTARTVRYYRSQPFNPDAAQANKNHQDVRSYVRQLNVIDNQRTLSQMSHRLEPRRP
HepG2 tox – HepG2 cytotoxicity, counter-screen for TGF-b inhibitors | HepG2 CAGA-GFP viability, ATP luminescence, 18 h | Potency, µM (highest dose often 46.1 µM), inactives show at the top dose activity change, negative = cytotoxicity, hits mostly cytotoxic | actives 0.76% (n = 410,000); also: some results filed as inactive show a strong effect at the top dose
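HepG2 CAGA-GFP cells (1000/well, DMEM with 1% FBS) received compound, then TGF-beta at 500 pg/mL final, and were incubated 18 hours at 37 degrees C. Viability was read by CellTiter-Glo luminescence. Media-only wells were set as complete cell-killing and DMSO as no toxicity.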
ATXN viability – reduces viability in counter-screen for ATXN expression inhibitors. S2 cells (HEK-293 line with an ATXN2-luciferase reporter) viability, CellTiter-Fluor protease fluorescence, 24 h. Potency, µM (series often up to 56.7 µM), actives largely listed as cytotoxic. actives 0.49% (n = 400,000). AID 651635; also: nearly all actives have a fitted effect of over 40% in size
Nrf2 block – Nrf2 pathway inhibition | A549 ARE-Fluc reporter, luciferase luminescence, 18-24 h | Potency, µM (top dose mostly 46 µM), without a hit: top-dose activity change, negative = inhibition, most hits filed as inhibitors | actives 2.1% (n = 360,000) | AID 504444; also: % is scaled to controls: 0 for no effect and ±100 for the full control effect; nearly all actives have a fitted effect of over 60% in size
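A549 ARE_Fluc cells, 5000/well, 5% FBS OPTI-MEM; compounds in dose-response, 18-24 h at 37 °C/5% CO2; CellTiter-Fluor viability read (Ex 405/Em 525), then BugLite luciferase luminescence = Nrf2 activity.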
Active calls of the source: *; i = inactive; ? = inconclusive; / = no result given; & = joins results of further samples; [ ] = another dose, or the depositor's remark. Calls follow the shape of the dose curve; as a rule, active = well fitted curve in the direction sought with a large enough effect; inconclusive = small, poorly fitted or top-dose-only effect, or another doubt; inactive = no such curve, though single readings can be large; an effect the other way counts as inactive or inconclusive. Potency is read from the fitted curve at half-maximal effect.

Structure	ATXN viability	Nrf2 ARE act	Nrf2 block	ATXN2 expr inh	TGFb SMAD3 inh	HepG2 tox	MCF10A rerep	EPAC2 antag	A549 viability
CCOc1ccccc1C1C(C(=O)N2CCCCC2)=C(C)Nc2nc3ccccc3n21 (configuration not stated)	i	0.7%	-7%	-6%	-21%	-15%	/	/	1%
COc1ccccc1NC(c1cccnc1)c1ccc2cccnc2c1O (configuration not stated)	i	?	0%	-1%	?	-43%	?	3%	-2%
COc1ccc(CCNC(=O)C2CCCN(S(=O)(=O)c3ccc(F)cc3)C2)cc1OC (configuration not stated)	i	2.8%	7%	-14%	-15%	3%	5%	-8%	?
CCOc1ccccc1C(=O)NCC(=O)NCC(c1ccco1)N1CCCCC1 (configuration not stated)	i	-0.2%	29%	-4%	10%	-2%	27%	-6%	1%
Cc1cccc(OCC(=O)Nc2nnn(C)n2)c1C	i	0.0%	2%	14%	1%	-4%	8%	4%	-9%
CC(=O)NC(Cc1ccc(F)cc1)C(=O)O (configuration not stated)	i	-0.1%	-10%	3%	0%	10%	0%	7%	-5%
O=C(NNC(=O)c1ccc[nH]1)Nc1cc(Cl)cc(Cl)c1	i	2.7%	3%	3%	-7%	-11%	-1%	1%	-1%
COc1ccc(-n2nc(C(=O)NCC(=O)NCCN(C)C)c3ccccc3c2=O)cc1	i	-0.1%	4%	-15%	10%	-14%	1%	6%	-1%
Cc1cc(C)n(CC(O)COc2ccccc2[N+](=O)[O-])n1 (configuration not stated)	i	0.8%	-2%	29%	1%	13%	1%	2%	11%
COc1ccc(Cn2nnc3c(=O)[nH]c(C4CCCN(C(=O)c5ccccc5)C4)nc32)cc1 (configuration not stated)	i	-1.1%	-3%	5%	-1%	-8%	-7%	-10%	-7%
COc1ccc(C=C2SC(=S)NC2=O)cc1	?	1.0%	?	10%	23%	-20%	?	-1%	?
COc1ccccc1C(=O)OCC(=O)NCCNC(=O)COC(=O)c1ccccc1OC	i	-0.8%	2%	-5%	-3%	-9%	1%	-2%	7%
COc1cc(-c2nc3n(n2)C(c2ccc(F)cc2)C2=C(CCCC2=O)N3)cc(OC)c1OC (configuration not stated)	i	5.1%	?	50%[activator]	13%	-20%	-1%	0%	/
CNC(=O)c1ccccc1NC(=O)c1cccc(S(=O)(=O)N2CCCCC2)c1	i	-0.3%	8%	-18%	-8%	21%	2%	1%	-2%
COc1ccc(N2CC(C(=O)NCc3nnnn3-c3ccc(C)c(C)c3)CC2=O)cc1 (configuration not stated)	i	-1.0%&-0.7%	?	1%	-8%&0%	-12%&-3%	3%	11%	12%&15%
O=C(Nc1ccc2nn(-c3ccccc3)nc2c1)c1cc2ccccc2o1	i	0.7%	-4%	6%	-9%	-27%	/	/	-3%
COc1ccc(CCC(=O)NC2CCC(C)CC2)cc1 (configuration not stated)	i	0.0%	-16%	1%	5%	6%	-2%	6%	5%
N=c1occ(C(=O)c2cc(F)ccc2O)cc1C(=O)NC1CCCCC1	i	4.0%	47%	-5%	-23%	-21%	2%	6%	2%
Nc1cc(=O)[nH]c(SCC(=O)Nc2ccc(Br)cc2)n1	i	0.2%	10%	-11%	-1%	2%	19%	-1%	14%
COc1ccc(NC(=O)N(C)C[C@H]2Oc3ccc(NC(=O)NC(C)C)cc3C(=O)N([C@H](C)CO)C[C@@H]2C)cc1	i	-0.3%	3%	-6%	-5%	-1%	-13%	-9%	-1%
Cc1ccc(N2CC(C(=O)Nc3nnc(SCCN4CCOCC4)s3)CC2=O)cc1 (configuration not stated)	i	0.3%	-17%	-6%	0%	-11%	-14%	-6%	2%
Cc1c(-c2ccccc2)nnn1-c1ccc(F)cc1F	i	0.8%	?	15%	17%	-19%	3%	11%	2%
COc1cc(C)ccc1OCCSc1nc2ccc(NC(=O)c3ccccc3F)cc2s1	i	0.7%	20%	5%	6%	0%	/	/	-5%
N#Cc1ccccc1NC(=O)C(=O)NCCCN1CCCC1=O	i	-0.5%	?	1%	3%	5%	9%	-2%	1%
C#CCNC(=O)c1cc2sccc2n1C	i	3.0%	0%	/	-11%	-2%	12%	11%	0%
CCN1C(N(C)CCc2c[nH]c3ccccc23)=N[C@@H](c2cccc(C(F)(F)F)c2)C(C(=O)OC)=C1C	/	-3.6%	?	-23%	?	-120%	-1%	-3%	-3%
COc1cc(C2C(C#N)=C(N)Oc3n[nH]c(C)c32)cc2c1OCO2 (configuration not stated)	i	-0.3%	3%	-6%	-6%	-7%	-1%	-5%	-1%
Cc1cc2nnc(SCC(=O)Nc3ccc(Cl)cc3)n2c(N)n1	i	-0.9%	-7%	-9%	24%	3%	0%	3%	0%
CN(C)CCNc1oc(COc2cccc(Cl)c2)nc1C#N	i	-0.1%	-2%	-7%	14%	-2%	-2%	9%	0%
N#Cc1ccc(COC(=O)CSc2nnc(C3CCCCC3)n2N)cc1	i	-0.7%	0%	-2%	0%	-7%	?	1%	-7%
Cc1sc2nc(CSc3ccccc3)nc(N3CCN(C)CC3)c2c1C	i	4.7%	5%	-17%	-8%	-8%	14%	-8%	?
CCOC(=O)CSc1nc2ccccc2n1CC(=O)NC(C)(C)C	i	2.2%	4%	-31%	-18%	-21%	-5%	-1%	-2%
COc1ccc(/C=C/C(=O)C(C(N)=O)=C2SCCS2)cc1	?	?	13%	69%[activator]	?	-8%	15%	14%	-29%
CNc1cncc(-c2c(OC)cccc2OC)n1	i	-0.2%	/	3%	1%	-8%	/	13%	/
CCc1ccc(S(=O)(=O)c2nnn3c2nc(N2CCC(C)CC2)c2cc(Cl)ccc23)cc1	i	0.2%	-4%	16%	1%	7%	/	/	-11%
Cc1cccn2c(=O)nc(SCC(=O)Nc3ccc4c(c3)OCO4)nc12	i	1.0%	-21%	0%	13%	6%	5%	5%	-13%
CCOC(=O)N1CCN(CCC(=O)c2ccc(OC)cc2)CC1	?	?	-26%	/	11µM*	-100%	15µM*	21%	0%
COc1cnc(-c2ccccn2)nc1Oc1cccc(Cl)c1	?	0.5%	0%	-13%	-20%	-17%	1%	?	0%
O=C(CSc1ccsc1[N+](=O)[O-])NC1CCCC1	i	0.2%	8%	5%	10%	-6%	-6%	-2%	-10%
C=CCN(Cc1cccs1)C(=O)CN1CCN(S(=O)(=O)c2ccc3c(c2)OCCCO3)CC1	i	4.9%	?	/	?	-22%	8%	-17%	-2%
Cc1ccc(NC(=O)C(C)c2ccc([N+](=O)[O-])cc2)cc1Cl (configuration not stated)	i	2.1%	-15%	-18%[11.3 µM]	?	0%	25%	-5%	-7%
O=C(O)c1cc2c(s1)CCCC2	i	-0.1%	-20%	1%	-6%	-42%	0%	-7%	-2%
COc1ccc(-c2ccc(OC)c(C3C4C=CCCC4(C)C(=O)N3Cc3ccccc3)c2)cc1OC (configuration not stated)	/	/	?	/	?	2%	/	/	?
CC(C)(C)c1ccc(C(=O)N2CCC2(C)C(=O)Nc2ccc3[nH]ncc3c2)cc1 (configuration not stated)	?	-0.6%[9.22 µM]	/	-2%	-8%	-22%	/	-14%	/
Cc1cc(=O)n2[nH]c(SCc3ccccc3)nc2n1	i	1.9%	30%	3%	-13%	9%	0%	4%	-8%
O=C(Nc1cc(Cl)cc(Cl)c1)c1ccc(F)c(S(=O)(=O)N2CCCCCC2)c1	/	0.5%	/	/	?	10%	/	/	0%
Cn1cc(Br)c(C(=O)NC2C3CC4CC(C3)CC2C4)n1 (configuration not stated)	/	0.0%	4%	/	?	-27%	7%	5%	-8%
O=C(Cc1ccccc1)Nc1ccccc1N1CCN(c2ccccc2)CC1	i	4.8%	10%	-39%	-3%	0%	?	5%	1%
C/C(=C\c1ccco1)CN1CCC(N2CCC(C(=O)N3CCOCC3)CC2)CC1	i	5.4%	1%	/	4%	-5%	10%	3%	4%

Of the compounds above, seven have two or more sulfur atoms:
Structure	ATXN viability	Nrf2 ARE act	Nrf2 block	ATXN2 expr inh	TGFb SMAD3 inh	HepG2 tox	MCF10A rerep	EPAC2 antag	A549 viability
COc1ccc(C=C2SC(=S)NC2=O)cc1	?	1.0%	?	10%	23%	-20%	?	-1%	?
Cc1ccc(N2CC(C(=O)Nc3nnc(SCCN4CCOCC4)s3)CC2=O)cc1 (configuration not stated)	i	0.3%	-17%	-6%	0%	-11%	-14%	-6%	2%
COc1cc(C)ccc1OCCSc1nc2ccc(NC(=O)c3ccccc3F)cc2s1	i	0.7%	20%	5%	6%	0%	/	/	-5%
Cc1sc2nc(CSc3ccccc3)nc(N3CCN(C)CC3)c2c1C	i	4.7%	5%	-17%	-8%	-8%	14%	-8%	?
COc1ccc(/C=C/C(=O)C(C(N)=O)=C2SCCS2)cc1	?	?	13%	69%[activator]	?	-8%	15%	14%	-29%
O=C(CSc1ccsc1[N+](=O)[O-])NC1CCCC1	i	0.2%	8%	5%	10%	-6%	-6%	-2%	-10%
C=CCN(Cc1cccs1)C(=O)CN1CCN(S(=O)(=O)c2ccc3c(c2)OCCCO3)CC1	i	4.9%	?	/	?	-22%	8%	-17%	-2%

These rows are one share of the data. The share of hits here may be higher or lower than overall.
